Screening data (PubChem BioAssay)
EP2 modulator: modulates human prostaglandin E2 receptor EP2 signaling. P43116. EP2-expressing cells, cAMP HTRF FRET, PGE2 co-stimulation. induction, % at 25 µM. 0.83% of 260,000 active. AID 940;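 active = compounds whose cAMP rise, as percent of the full-agonist control response, exceeds 60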;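 note: rat C6 glioma line stably carrying human EP2 under a CMV promoter; the protocol text gives 20 µM as final concentration; 100% = response of wells given 1 µM PGE2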
Target sequence (P43116 whole entry, looked up): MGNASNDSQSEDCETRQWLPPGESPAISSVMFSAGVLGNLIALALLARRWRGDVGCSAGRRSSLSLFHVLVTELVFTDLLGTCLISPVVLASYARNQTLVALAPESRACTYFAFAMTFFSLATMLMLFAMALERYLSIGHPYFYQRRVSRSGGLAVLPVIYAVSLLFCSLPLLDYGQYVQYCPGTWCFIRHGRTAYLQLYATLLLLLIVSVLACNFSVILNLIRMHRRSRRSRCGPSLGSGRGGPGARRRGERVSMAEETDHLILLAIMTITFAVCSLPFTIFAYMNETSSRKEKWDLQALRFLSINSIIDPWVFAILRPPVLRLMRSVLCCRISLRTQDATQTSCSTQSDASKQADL
m-calpain inh: calpain II (pig) inhibition. AID 1236. purified calpain II, fluorogenic peptide substrate, 30 min. inhibition, % at 16 µM. 0.37% of 220,000 active;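 active = inhibition above about 50%, limit read from the data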
Active calls of the source: *; & = joins results of further samples. These rows are one share of the data (hit frequency here may not be typical).

SMILES	EP2 modulator	m-calpain inh
COC(=O)CCCC1=CC2=CC(=O)C(C)(OC(=O)c3cccs3)C(=O)C2=CN1CCc1ccccn1 (stereo not drawn)	-23	-5
Cc1ccc(CCNC(=O)C2CC(c3ccccc3C(F)(F)F)=NO2)cc1 (stereo not drawn)	-25	-2
C=C1CCC(C)C(C)(CCC2=CCOC2=O)C/C=C\C=C/1C(=O)O (stereo not drawn)	23	13
CC1(OC(=O)C2CCCC2)C(=O)C=C2C=C(c3ccsc3)N(CC3CC3)C=C2C1=O (stereo not drawn)	4	13
O=C(O)c1cccc(COc2ccc(CO)cc2Cl)c1	29	20
COc1ccc(C(CC(=O)N2CCCCC2)c2c(O)cc(OC)cc2OC)cc1 (stereo not drawn)	0	32
C=CCNC(=O)C1CC2Cn3c(nc4cc(C)c(C)cc43)C2N1C (stereo not drawn)	-1	-14
COCCN1C(=O)N[C@@H](c2cccc(F)c2)C(C(=O)OC)=C1C	-13	2
COc1cc(NC(=O)c2nccn2C)cc(C(=O)Nc2cccc(C(F)(F)F)c2)c1	11	-48
Cc1cccc(NC(=O)c2ccc(S(=O)(=O)N3CCCCC3)cc2)n1	-22	3
COC(C[C@H](O)CC(=O)COCc1ccccc1)OC	18	0
CC(C)n1cnc2c(N(C)c3ccccc3)nc(N(CCN(C)C)Cc3ccccc3)nc21	6	7
COC(=O)c1cccc(C23CC4(C2)[C@H](CN(CC2CCCCC2)[C@@H]4c2ccccc2)C3c2ccccc2)c1 (stereo partly drawn)	28	-39
COc1ccc(CCNC(=O)C2CC(c3ccc(C(F)(F)F)cc3)=NO2)cc1 (stereo not drawn)	-18	3
COC(=O)C1=C(C(=O)OC)[C@@H]2N(C)c3ccc(OC)cc3[C@@]23C[C@@H](C(=O)OC)N(C(=O)c2ccc(Br)cc2)C3=N1	21	-51
COC(=O)CCCC1=CC2=CC(=O)C(C)(OC(=O)c3cccs3)C(=O)C2=CN1c1cccc(C#N)c1 (stereo not drawn)	-14	-53
C[C@@H]1C(=O)O[C@H]2[C@H]1CC[C@@]1(C)C(=O)C=C[C@@](C)(O)[C@H]21	-2	-24
COCCN1C=C2C(=O)C(C)(OC(=O)c3cccs3)C(=O)C=C2C=C1CCCC(=O)OC (stereo not drawn)	17	40
CCOC(=O)c1ccc(NC(=O)c2nc[nH]c2C(=O)N[C@@H](CCCCNC(=O)OC(C)(C)C)C(=O)OC(C)(C)C)cc1	21	-92
CCN(CC)C(=O)CC(c1ccc2c(c1)OCO2)c1c(OC)cc(OC)c2ccc(=O)oc12 (stereo not drawn)	-9	-27
CCN1CCN(Cc2ccc(NC(=O)c3ccc(C)c(NC(=O)c4cc(-c5ccc(Br)cc5)n[nH]4)c3)cc2C(F)(F)F)CC1	-16	-79
COc1ccc(C(=O)N2CC3(CC(c4cccc(NC(=O)COc5ccc(Cl)cc5)c4)=NO3)C[C@@H]2C(N)=O)cc1 (stereo partly drawn)	-9	-39
C=CCN1c2ccccc2[C@]23C[C@@H](C(=O)OC)N(C(C)=O)C2=NC(C(=O)OC)=C(C(=O)OC)[C@H]13	9	-16
Cc1noc(C)c1S(=O)(=O)NCc1ccc2c(c1)OCO2	-14	0
NC(=O)[C@@H]1CC2(CC(c3cccc(NC(=O)[C@@H]4CCC(=O)N4)c3)=NO2)CN1C(=O)Cc1ccc([N+](=O)[O-])cc1 (stereo partly drawn)	-4	7
Additional entries.
SMILES	EP2 modulator	m-calpain inh
CCCCCCCN1C/C=C\C(c2ccc(OC)cc2)N(Cc2ccc(F)cc2)C(=O)[C@H]1Cc1ccccc1 (stereo partly drawn)	24	11
CCCCc1cc2c(cn1)=C(OC(=O)c1cnc3ccccc3n1)C(C)(OC(=O)CC)C(=O)C=2 (stereo not drawn)	6	-25
CCOc1cc(C2C3=C(CCCC3=O)NC3=C2C(=O)CCC3)cc(Cl)c1O	22	-12
O=C(NC1CC1)C1=C[C@@H](c2ccccc2)C[C@@H](OCc2ccc(CO)cc2)O1	3	-12
C=CCn1c(SCC(=C)C)nc2c1c(=O)[nH]c(=O)n2C	19	-14
C=C(C)CSc1nc2c(c(=O)[nH]c(=O)n2C)n1Cc1ccccc1	43	14
COC(=O)C1(Cc2ccc(O)cc2)OC(=O)C(O)=C1c1ccc(O)cc1 (stereo not drawn)	20	-26
CC(C)C[C@H](NC(=O)c1[nH]cnc1C(=O)Nc1ccc(CNC(=O)OC(C)(C)C)cc1)C(=O)OCc1ccccc1	12	-12
COc1cc(CCCN2C(=O)C(=O)NC[C@@H]2Cc2ccc(O)cc2)cc(OC)c1OC	16	12
O=C(O)C1=C[C@H](c2ccc(F)cc2)C[C@H](OCc2ccc(CO)cc2)O1	-13	-5
C#CCOCCOCCOCCNc1nc(N2CCN(C(=O)[C@H](CCC(=O)O)n3cc(C(N)CO)nn3)CC2)nc(N2CCN(C(=O)[C@H](CCC(=O)O)n3cc(C(N)CO)nn3)CC2)n1 (stereo partly drawn)	29	-9
CCC1=C(OC(=O)N(CC)CC)N2C(=O)OC(=NCC3CC3)[C@]2(Cc2ccccc2)[C@H]2C1=CC[C@H]1C(=O)N(CC)C(=O)[C@H]12	-3	-7
CC(=O)c1ccc(-c2cc([C@H]3[C@H]4C=CC[C@@H](C)[C@@H]4C(=O)N3Cc3ccccc3)ccc2F)cc1	16	15
CCN(CC)CCN1C(=O)c2oc3ccc(F)cc3c(=O)c2C1c1ccncc1 (stereo not drawn)	8	-9
CC(=O)NCCn1c(C)cc2ccccc21	-2	0
COc1cc(C(CCN2CCN(c3ccccc3)CC2)c2c(OC)cc(OC)c3c(C)cc(=O)oc23)cc(OC)c1OC (stereo not drawn)	3	-17
COP1(=O)C=C[C@H](N(Cc2ccccc2)S(=O)(=O)c2ccccc2[N+](=O)[O-])[C@@H](C)O1 (stereo partly drawn)	-14	-8
C[C@H]1C=C(C(=O)NCc2nc3ccccc3[nH]2)O[C@@H](OCc2ccc(CO)cc2)C1	16	-18
CCCN1CCC(=O)N([C@H](CSc2ccc(Br)cc2)c2ccccc2)CC1	-3	38
O=C(c1ccc2c3n(nc2c1)-c1ccccc1CO3)N1CCOCC1	19	-62
CCCCCCN(C(=O)CCCCCN1C(=O)NC(c2ccc(C3CCCCC3)cc2)C(C(=O)OCc2ccccc2)=C1C)C(C(=O)NCCCC)c1ccc(OCC(=O)OC)c(C(=O)OC)c1 (stereo not drawn)	-6	33
CC1(c2nnc(-c3ccc(Cl)cc3)o2)CC(c2c(Cl)cccc2Cl)=NO1 (stereo not drawn)	9	14
COc1ccc2cc1Oc1ccc(cc1)C[C@H]1c3cc(c(OC)cc3CCN1C)Oc1c(OC)c(OC)cc3c1[C@H](C2)N(C)CC3	-17&-29	-29
O=C(c1ccc2c3n(nc2c1)-c1ccc(Cl)cc1CO3)N1CCCCC1	-2	16
Cc1noc(C)c1S(=O)(=O)NC1CCN(Cc2ccccc2)CC1	-5	15
Continuation:
SMILES	EP2 modulator	m-calpain inh
CCC1ON(c2ccccc2)C2c3nc4ccccc4n3CC12 (stereo not drawn)	-2	7
CCN(CC)CCC(c1ccc2c(c1)OCO2)c1c(OC)cc(OC)c2c(-c3ccccc3)cc(=O)oc12 (stereo not drawn)	-28	-35
NC1=NC[C@H](c2ccccc2)N1CCc1cc(C(F)(F)F)cc(C(F)(F)F)c1	7	32
CC(C)c1cc(-c2cc(C(=O)NCc3ccccc3)on2)nc(NC2CCCC2)n1	6	14
Cc1nc(-c2ccc(Cl)cc2)sc1C1(C)CC(c2ccc(C#N)cc2)=NO1 (stereo not drawn)	-4	-20
C[C@@H]1C=C(C(=O)NCc2nc3ccccc3[nH]2)O[C@H](OCc2ccc(CO)cc2)C1	3	-3
CCCCCCn1c(SCCOC)nc2c1c(=O)[nH]c(=O)n2C	-7	-10
COC(C[C@@H](O)[C@@H](C)[C@@H](O)COCc1ccccc1)OC	0	14
O=C(NCC1CC1)c1ccc2c3n(nc2c1)-c1ccccc1CO3	-16	-92
Cc1ccc(-c2cccc(C3CC=CC4C3C(=O)N(Cc3ccccc3)C4c3cc(C)ccc3F)c2)cc1 (stereo not drawn)	13	-43
CCOCCCNC(=O)C(c1ccc(C)cc1)N1CCOCC1 (stereo not drawn)	11	-2
COCCNc1nc(C)cc(-c2cc(-c3ccc(Cl)cc3)on2)n1	-4	-18
COC(C[C@H]1O[C@H]1[C@@H](O)COCc1ccccc1)OC	-17	-12
FC(F)(F)c1ccc(C2[C@H]3CN(Cc4ccc(-c5ccccc5)cc4)[C@H](c4ccccc4)C34CC2(c2cccnc2)C4)cc1 (stereo partly drawn)	-1	-28
CCOC(=O)C1CCN(c2nc(C)nc3c2oc2ccccc23)CC1	16	-34
COc1ccc(CNC(=O)C2CC(c3cc(C(F)(F)F)cc(C(F)(F)F)c3)=NO2)cc1 (stereo not drawn)	16	38
CNC(=O)c1nc(C)c(C2(C)CC(c3ccccc3)=NO2)s1 (stereo not drawn)	4	-19
CC(C)C[C@H](NC(=O)c1nc[nH]c1C(=O)NCC(=O)OC(C)(C)C)C(=O)OC(C)(C)C	27	10
C=C1CCN([C@H](C(=O)NCc2cc(OC)c(OC)c(OC)c2)C(C)C)S(=O)(=O)c2ccccc21	11	-19
CN1C[C@@H]2C(c3ccccc3)C3(c4cccnc4)CC2(C3)[C@H]1c1ccccc1 (stereo partly drawn)	2	-4
C/C=C\C=C/C(=O)Nc1cccc(C2=NOC3(C2)C[C@@H](C(N)=O)N(C(=O)[C@H]2CCC(=O)N2)C3)c1 (stereo partly drawn)	17	-32
CCN(CC)C(=O)CC(c1ccc(N(C)C)cc1)c1c(O)cc(OC)cc1OC (stereo not drawn)	-6	-15
COC(=O)Cn1c(CN2CCc3ccccc3C2)nc2c1c(=O)n(C)c(=O)n2C	3	2
Clc1cccc(Cl)c1C1=NOC(c2nnc(-c3ccccc3)o2)C1 (stereo not drawn)	12	29
COC(=O)CCCC1=CC2=CC(=O)C(C)(OC(=O)c3cccs3)C(=O)C2=CN1CCCCO (stereo not drawn)	-3	41
(listing goes on)
SMILES	EP2 modulator	m-calpain inh
COc1ccc(C2/C=C\CN(C(=O)C3CCCC3)CC(=O)N2Cc2ccc(F)cc2)cc1 (stereo not drawn)	-5	8
O=C(NCc1nc2ccccc2[nH]1)C1=C[C@H](c2coc3ccccc3c2=O)C[C@H](OCc2ccc(CO)cc2)O1	-8	-75
COc1ccc(-c2ccc(C)cc2)cc1[C@H]1[C@H]2C=CC[C@@H](C)[C@@H]2C(=O)N1Cc1ccccc1	10	8
COc1cc(C(CCN2CCCC(C)C2)c2c(OC)cc(OC)c3c2OC(=O)CC3c2ccc(N(C)C)cc2)cc(OC)c1OC (stereo not drawn)	-11	-19
Cc1ccc(C(=O)N2CCC3(CC2)Oc2ccc(Cl)cc2C(=O)C32CC(c3ccccc3)=NO2)s1 (stereo not drawn)	22	-75
CCCCC1=CC2=C(c3ccco3)C(=O)C(C)(OC(=O)c3ccc(OC)cc3)C(=O)C2=CN1CCCOC(C)C (stereo not drawn)	-15	-30
COC(=O)[C@@H]1C[C@H]2CC[C@H](O)C[C@H]2N1Cc1ccc(C(F)(F)F)cc1	9	-20
CCN1CCN(Cc2ccc(NC(=O)c3ccc(C)c(NC(=O)C4=NN(c5ccccc5)C(=O)C4)c3)cc2C(F)(F)F)CC1	-3	-16
CC(C)(C)CN1C(N)=NC[C@@H]1Cc1ccc(O)cc1	-13	5
CCCC(=O)Nc1cc(C)c2c(=O)oc3ccccc3c2n1	-12	14
Cc1nnc(Sc2nc3c(c(=O)[nH]c(=O)n3C)n2Cc2ccccc2)s1	21	-12
COc1ccc(CNC(=O)C2CC(c3ccc(C(F)(F)F)cc3)=NO2)cc1 (stereo not drawn)	-19	-12
C#CCOCCOCCOCCNc1nc(N2CCN(C(=O)[C@H]([C@@H](C)CC)n3cc([C@@H](N)CO)nn3)CC2)nc(N2CCN(C(=O)[C@H]([C@@H](C)CC)n3cc([C@@H](N)CO)nn3)CC2)n1	7	9
